sPLA2-III inh = Inhibits HGIII-sPLA2 liposome hydrolysis, primary screen | actives 0.56% (n = 370,000) | inhibition, % at 12.2 µM | Q9NZ20 | QFRET BODIPY PC-A2 liposome hydrolysis, fluorescence;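 active = inhibition above mean plus 3 SD of compounds lying within the high and low control bounds, cut at about 19% in these data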;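 also: 0% = median of test compound wells and 100% = no enzyme DMSO wells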
FXN GAA850 act = activators of GAA850 frataxin (FXN) promoter; activation, % at 6 µM; actives 0.56% (n = 360,000); HEK293 lucGAA850 FXN promoter luciferase reporter, 24 h; percent of 10 µM SAHA response;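 active = activation above the average of all compounds screened plus 3 SD, cutoff fixed separately per campaign, cut at about 7.5% in these data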;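 also: 0% = DMSO wells and 100% = 10 µM SAHA wells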
PLC-beta3 inh = blocks human PLC-beta3 enzyme activity | Purified PLC-beta3, fluorogenic substrate, fluorescence | actives 0.18% (n = 370,000) | Q01970 | AID 720704 | inhibition, % at 12.2 µM; in the data active = inhibition above about 11%;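 also: 0% = median of compound wells on plate and 100% = full blocker control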
Rev-erbA mod = modulates human Rev-erb alpha binding to DNA | Rev-erbα–FITC-DNA binding, fluorescence polarization, 90 min | AID 1259318 | actives 0.79% (n = 370,000) | activity, % at 10 µM;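 active = activity above about 14%, limit read from the data; passing the limit was not always enough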;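 also: 0% = DMSO wells with 35 nM protein and 100% = DMSO wells with 750 nM protein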
hgDAF-12 ag = hgDAF-12 agonism, primary luciferase screen | HEK293 GAL4-hgDAF12 UAS-luciferase reporter, agonist luminescence; normalized to butyrate control | activation, % at 6.8 µM | actives 1.8% (n = 370,000);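 active = activation above a cutoff set at the mean of all screened compounds plus 3 SD, cut at about 10% in these data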;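 also: 0% = DMSO wells and 100% = sodium butyrate wells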
SMARCA2 act = SMARCA2 function activation, primary screen | MG213 cells, MMTV-luciferase reporter, dexamethasone, overnight | activation, % at 9.1 µM | actives 1% (n = 370,000) | AID 652017; in the data active = activation above about 7.8%;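 also: 0% = vehicle wells and 100% = reference activator wells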
DAX1 inh-1 = DAX1 (NR0B1) inhibition, primary screen | HEK293T StAR-luciferase reporter, SF-1/DAX-1 repression relief | AID 652010 | inhibition, % at 6.8 µM | actives 1.1% (n = 370,000);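 active = inhibition above the mean over all tested compounds plus 3 SD, cut at about 3.6% in these data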;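 also: 0% = DAX-1 cells with DMSO and 100% = cells lacking DAX-1 with DMSO; higher inhibition means more luminescence from relief of DAX-1 repression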
PG9 Ab binder = binds the HIV-1 gp120 antibody PG9; actives 0.43% (n = 360,000); inhibition, % at 6.7 µM; TR-FRET gp120-PG9 antibody binding; AID 624416; in the data active = inhibition above about 8.5%
ssDAF-12 act = activates DAF-12 receptor from parasite S. stercoralis | HEK293 ssDAF-12/GRIP1 lit1-tk-luc reporter, luminescence; % of 3 µM dafachronic acid response | activation, % at 6.8 µM | actives 1% (n = 370,000) | AID 652126;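 active = activation above the mean over all tested compounds plus 3 SD, cut at about 0.9% in these data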;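 also: 0% = DMSO-only wells and 100% = 3 µM delta7-dafachronic acid wells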
DAX1 inh-2 = NR0B1 (DAX1) inhibition. HEK293 Gal4-DAX1 luciferase reporter, luminescence. inhibition, % at 6.75 µM. actives 0.99% (n = 340,000). AID 504766;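 active = inhibition above the mean over all tested compounds plus 3 SD, cut at about 4.2% in these data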;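 also: 0% = DAX1-transfected cells with DMSO and 100% = empty-vector control cells with DMSO; inhibition shows as a rise in luminescence from relieved DAX1 repression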
hcDAF12 agonist = H. contortus DAF-12 activation, primary screen. HEK293 hcDAF-12 lit1-tk-luc reporter, luminescence; 0% DMSO, 100% Δ7-dafachronic acid. activation, % at 6.8 µM. actives 1.4% (n = 370,000). AID 652067;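 active = activation above the mean of all tested compounds plus 3 SD, cut at about 5.5% in these data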;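 also: 100% = response to 3 µM Δ7-dafachronic acid high control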
The depositor's hits bear a star; . = no result given. An unsorted share of the library. Share with any hit: about 7%.

compound	sPLA2-III inh	FXN GAA850 act	PLC-beta3 inh	Rev-erbA mod	hgDAF-12 ag	SMARCA2 act	DAX1 inh-1	PG9 Ab binder	ssDAF-12 act	DAX1 inh-2	hcDAF12 agonist
COc1cccc(C(=O)Nc2cccc(C(=O)N3CCOCC3)c2)c1	2	1.5	0	-8	-0.9	-2	-1.1	1.9	-0.7	0.8	0.2
CC(Sc1nnnn1-c1ccc(O)cc1)c1nc2ccccc2c(=O)[nH]1 (stereo not given)	-19	0.6	-7	-4	1.4	4	-0.7	0.2	-0.8	0.4	-1.1
O=C(Cn1nnc(-c2ccccc2)n1)N/N=C/c1cc([N+](=O)[O-])ccc1O	-2	-0.8	0	8	-3.4	-2	-0.2	-1.1	-1.2	-1.1	-0.7
CCCN(C(=O)CCSc1ccc(F)cc1)c1c(N)n(Cc2ccccc2)c(=O)[nH]c1=O	10	-1.6	-14	4	1.0	-1	-2.1	0.8	-0.1	-0.5	0.8
COC(=O)c1cc(-c2ccc(Br)cc2)c2c(=O)[nH]c(=O)n(C)c2n1	7	2.8	-11	9	-1.0	-2	-0.1	20*	-1.3	-0.6	-1.9
CCOC(=O)C1=C(N)Oc2ccc3ccccc3c2C1c1ccc(O)cc1 (stereo not given)	-45	2.2	-7	-5	-2.0	2	0.9	0.6	-1.6	2.3	-2.2
CN1/C(=C\C(=O)c2cccnc2Cl)C(C)(C)c2ccccc21	-2	7.1	-60	11	3.2	2	0.7	-0.5	-2.0	-0.6	-2.3
CSc1ccc(S(=O)(=O)N2CCC(C(=O)NCC3CCCO3)CC2)cc1 (stereo not given)	3	-1.6	-8	0	-0.9	-2	0.3	0.9	-1.1	0.6	-1.9
CCCCN(C(C)=O)c1ccc2c(c1)C1CC2CCN1Cc1ccccc1 (stereo not given)	3	-2.5	-1	8	-3.0	-1	-0.9	-0.3	-0.8	1.5	-1.5
Cc1ccc(NC(=O)/C(=C/c2ccco2)c2ccccc2)c(C)c1	5	2.6	-9	-4	-0.3	1	-1.0	0.1	-1.4	-0.4	-1.3
COC(=O)C1=C(C)N(C)C(=NCc2ccc(OC)cc2)NC1c1ccc(C(F)(F)F)cc1 (stereo not given)	-7	.	4	7	-0.3	-5	0.0	2.2	-1.2	.	0.3
COc1ccccc1OCC(=O)Nc1ccc2c(c1)OCO2	0	1.8	-6	-6	2.5	3	1.2	1.3	-0.9	-0.7	-0.8
CCc1ccc(CNC(=O)c2ccc(NC(=O)C3=CSCCO3)cc2)cc1	-6	1.2	-13	-3	0.0	3	0.6	-3.5	-1.0	0.4	-1.9
Cc1cc(NC(=O)NC2CC(=O)N(c3ccc4c(c3)OCCO4)C2)no1 (stereo not given)	4	3.3	-6	0	-2.8	-2	0.5	0.0	-1.1	0.6	-1.0
C=CCn1c[n+](CC(=O)c2ccc(Br)s2)c2ccccc21	-19	1.5	-2	-2	-0.4	-2	-0.5	-1.1	-0.5	.	-1.8
Cc1ccc(C)c(NC(=O)c2cc(S(=O)(=O)N3CCOCC3)cn2C)c1	5	0.0	6	-5	-0.2	-2	2.2	-3.5	-0.3	0.1	0.1
CCn1nnnc1SCC(=O)Nc1ccc2c(c1)OCO2	4	1.5	2	-4	3.5	1	0.7	-1.0	0.2	0.3	-1.2
COc1cccc(-c2nn(-c3ccccc3)cc2CNC(C)Cn2cncn2)c1 (stereo not given)	-4	1.2	3	-3	1.3	0	-0.9	-3.2	-1.5	-1.4	-2.2
Cc1cccc(-c2nc3ccccc3c(=O)n2NC(=O)c2cccnc2Cl)c1	-2	0.2	1	1	2.1	-1	-0.3	-1.2	-1.4	-0.5	1.5
CCOC(=O)C1CCN(c2ccc([N+](=O)[O-])cc2S(=O)(=O)N2CCOCC2)CC1	1	-0.4	-2	-6	-1.1	-4	-0.3	-0.2	-0.4	1.4	-0.7
O=C(CSc1nnc(-c2ccc(O)cc2)o1)Nc1ccccc1	-22	1.1	-2	0	16*	8.6*	2.3	0.3	-0.2	0.1	3.2
COc1ccccc1-c1cnc(C(O)c2ccc(Cl)c(Cl)c2)[nH]1 (stereo not given)	1	0.8	-6	12	-2.0	-3	-0.7	-2.3	-1.2	.	-1.4
CN(C)c1cc(C(=O)N(C)c2ccccc2)ncn1	7	0.8	6	-4	0.5	-2	0.5	0.2	-0.6	.	0.9
O=C(Nc1ccc(F)cc1)C1CCN(S(=O)(=O)c2ccc3[nH]c(=O)oc3c2)CC1	-16	-1.2	-3	-1	0.8	-3	0.2	-0.2	-0.9	2.2	0.3
CCOC(=O)N1CCN(C(=O)CNC(=O)C23CC4CC(CC(C4)C2)C3)CC1	2	1.8	-5	4	1.3	-1	0.5	-2.4	-0.8	1.4	0.5
COc1cc(/C=N/NC(=O)c2c(C)nc3ccc(Cl)cn23)cc(OC)c1OC	-2	1.3	-44	50*	-1.9	0	-0.8	0.7	-1.0	5.3*	-1.2
CCCN(Cc1cc2cc(C)ccc2[nH]c1=O)C(=O)c1cccc([N+](=O)[O-])c1	3	2.0	-5	-1	-0.6	2	0.1	-1.1	-0.4	1.8	-1.4
Cc1cc(C)nc(SCc2ccc(C(=O)N/N=C3\CCCC(=O)C3)cc2)n1	-43	-0.6	-225	11	0.4	-4	0.4	1.7	-1.4	0.2	-1.0
O=C(Cc1ccc2c(c1)CCCC2)Nc1ccc2ccccc2c1	-6	4.0	-6	-3	3.5	3	2.0	2.4	0.6	0.1	5.7*
Cn1cnnc1Sc1ccc(C(=O)NCCC(c2ccccc2)c2ccccc2)cc1[N+](=O)[O-]	-21	-1.3	3	7	-1.4	-2	-0.8	-1.2	-1.8	4.3*	-1.5
Nc1nc2nccc(-c3cccnc3)n2n1	3	2.4	-186	0	-1.8	1	-0.4	-1.6	-0.4	-0.7	-1.1
O=C(C1=C(O)C(=O)N(CCc2ccccc2)C1c1ccncc1)c1cc2ccccc2o1 (stereo not given)	-9	1.0	-15	-5	-0.9	2	0.2	19*	0.0	0.5	-0.7
O=C(NCc1ccco1)c1ccc(CS(=O)(=O)Cc2ccc(Cl)cc2)o1	-6	-0.1	3	1	-2.1	-3	-0.9	-0.8	-0.5	0.7	-1.5
S=c1[nH]nc(Cc2cccs2)n1-c1cccc2ccccc12	17	-1.6	-2	-3	-0.5	0	-0.4	-0.6	-1.2	-1.1	-2.4
Cc1c(NC(=O)c2ccccc2)c(=O)n(-c2ccccc2)n1C	0	0.1	2	7	-2.3	1	-0.4	1.5	0.3	0.8	-0.7
Cc1nc(-c2cc(-c3ccc(Cl)cc3)no2)cs1	17	6.0	-5	-11	3.0	5	0.6	2.2	-0.8	4.5*	0.2
C[C@H](c1ccccc1)N1C[C@@H](COCc2ccccc2)Oc2cccc(Oc3ccc(F)cc3)c2S1(=O)=O	-4	.	4	12	-2.6	-2	-2.2	-2.2	-1.1	.	-0.9
Cc1c(C(=O)NCc2cccc(Cl)c2)sc(=O)n1Cc1ccc(C(=O)N(C)C)cc1	4	-0.9	0	-6	1.0	-3	-0.8	-2.6	-2.0	.	-0.7
CN(C)C(=O)N1CCC(C(=O)NCc2cccs2)CC1	10	0.3	1	-2	-0.1	-5	0.3	1.2	-0.9	0.3	-1.2
CC(C)(C)C(=O)NC(NC(=S)Nc1ccc(S(N)(=O)=O)cc1)C(Cl)(Cl)Cl (stereo not given)	-11	1.7	3	0	-0.7	-3	-0.1	-2.7	-1.1	-0.1	1.2
CCC(C)(C)C1CCc2[nH]nc(C(=O)NCC3CC3)c2C1 (stereo not given)	1	1.6	3	5	-0.6	1	-0.4	0.5	-1.8	0.4	-1.8
Cc1cc([N+](=O)[O-])nn1Cc1ccc(F)cc1	3	-0.3	1	-4	-1.0	4	-0.2	-3.0	-1.4	-0.1	-0.5
C[C@H](NC(=O)c1ccccc1Cl)C(=O)NCCc1ccc(S(N)(=O)=O)cc1	3	-0.6	-8	-2	-0.7	-2	-0.4	-1.4	-1.6	1.5	0.6
O=S(=O)(NCc1ccc(C(F)(F)F)cc1)c1ccc(-n2cnnn2)cc1	-23	1.4	-9	-1	-1.5	-2	-2.1	2.3	-1.1	0.2	-2.5
OC[C@@H]1CN(CCN2CCOCC2)C[C@H](n2cnc3c(N4CCCC4)ncnc32)O1	5	1.7	0	6	0.3	-3	0.0	-0.4	-0.9	.	0.3
Cc1nnc2n(-c3ccccc3)c(=O)c3ccccc3n12	4	1.4	-1	4	-0.3	-2	-0.1	-2.6	-1.7	1.4	0.8
O=C1c2ccccc2-c2onc3ccc(N4CCCC4)c1c23	-43	0.7	-90	-1	-3.9	3	-1.7	-29	-1.1	-2.6	-1.6
COc1cc(OC)cc(C(=O)N2CCN(c3ccccn3)CC2)c1	2	1.9	-17	1	-0.4	1	-0.1	-1.5	-1.4	-0.2	-0.8
CCN(CC)c1ccc(S(=O)(=O)N2CCOCC2)cc1NC(=O)C1CC1	11	1.0	-11	-6	0.2	-4	0.1	-3.9	-0.7	-0.2	-0.3
CN1C(=O)N(CC(=O)N2CCN(c3ccccc3F)CC2)C(=O)C12CCCCC2	-10	-1.5	-5	-2	-0.2	-2	-2.5	-1.2	-1.4	-0.5	-0.2
